Bioassay records as filed in PubChem.
IEC-6 tox: counter-screen for KLF5 inhibitors: cytotoxicity in IEC-6 cells; inhibition, % at 5 µM; IEC-6 cytotoxicity, luminescence viability; AID 1825; 290,000 tested, 0.78% active; in the data active = inhibition above about 22%;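 note: 0% = plate median of test compound wells and 100% = cytotoxic reference compound wells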
HSF1 inhib: HSF1 inhibition | NIH3T3-HGL HSE-luciferase, MG132-induced, luminescence 8 h; active compounds read low | activity change, negative = inhibition, % at 7.5 µM (by protocol) | 300,000 tested, 0.77% active | AID 2098;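 active = more than half of replicate wells show activity change below -50%, luminescence cut by over half; inconclusive = some wells, but at most half, below -50%; inactive = no replicate well below -50%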;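 note: luciferase reports HSF-1 transcriptional activity via heat shock element; 0% = median of DMSO wells and -100% = zero luminescence signal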
KLF5 inh: kruppel-like factor 5 inhibition. DLD-1 KLF5 promoter-luciferase reporter, luminescence. inhibition, % at 5 µM. 290,000 tested, 0.23% active. AID 1700;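 active = inhibition above a per-plate limit of that plate's mean compound inhibition plus 3 SD, cut at about 60% in these data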;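 note: 0% = DMSO wells and 100% = LY294002 at 200 µM; higher means less KLF5 promoter-driven luciferase light; inactives centre near -14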
AI-2 QS mod: modulators of Vibrio harveyi AI-2 quorum sensing system. Vibrio harveyi JMH597 AI-2 luminescence/OD600 ratio, 9 h; active compounds read low; strain lacks LuxN and CqsS sensors; 0 = neutral-control median. activity change, % at 7.5 µM. 300,000 tested, 0.4% active. AID 2094; in the data active = activity change below about -75%, passing the limit was not always enough; inconclusive = no clear call, values can overlap the other calls;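 note: luminescence divided by OD600 gain over 9 h not by final OD600 alone; inactives centre near 13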
aSyn UTR inh: MLPCN primary screen, SNCA 5' untranslated region. alpha-synuclein 5'UTR reporter, inhibitor activity. 300,000 tested, 0.82% active. inhibition, % (tested at 7.5 µM); in the data active = inhibition above about 60%; inconclusive = no clear call, values can overlap the other calls;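 note: H4 neuroglioblastoma cells stably carrying SNCA 5'UTR luciferase fusion; 0% = DMSO wells and 100% = positive control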
HDAC3 inh: blocks human histone deacetylase 3; recombinant HDAC3, fluorogenic peptide/trypsin coupled, fluorescence; inhibition, % at 8.3 µM; 320,000 tested, 0.15% active; AID 2718; in the data active = inhibition above about 26%, passing the limit was not always enough; inconclusive = no clear call, values can overlap the other calls
Target sequence (O15379 whole entry, looked up): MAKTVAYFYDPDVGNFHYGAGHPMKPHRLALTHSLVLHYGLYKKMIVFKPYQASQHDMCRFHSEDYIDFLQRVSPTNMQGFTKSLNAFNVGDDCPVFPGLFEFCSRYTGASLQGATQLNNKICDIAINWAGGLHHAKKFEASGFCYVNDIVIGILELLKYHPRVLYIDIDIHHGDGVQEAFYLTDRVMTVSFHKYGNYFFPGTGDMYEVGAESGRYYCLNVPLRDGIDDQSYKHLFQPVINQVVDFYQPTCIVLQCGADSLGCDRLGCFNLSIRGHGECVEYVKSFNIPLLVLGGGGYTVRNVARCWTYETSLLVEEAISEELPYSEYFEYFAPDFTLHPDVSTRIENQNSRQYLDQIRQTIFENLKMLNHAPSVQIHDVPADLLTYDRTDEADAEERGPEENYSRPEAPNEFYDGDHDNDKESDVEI
HSF1 activator: increases HSF-1 driven luciferase reporter signal; 300,000 tested, 1.7% active; NIH3T3-HGL HSF-1 luciferase reporter, MG132, 8 h; 100% = twice DMSO control signal; activation, % at 9 µM;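 active = mean replicate activation of at least 50% with a set share of replicates each reaching 50%; inconclusive = only one of those two conditions met; inactive = mean below 50% and too few replicates reaching it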;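 note: 0% = median of the neutral control wells and 100% = twice that signal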
HSP90 inh: HSP90 refolding inhibition in rabbit reticulocyte lysate; 290,000 tested, 0.91% active; inhibition, % at 5.6 µM; luciferase refolding luminescence, 3 h; AID 1789;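 active = inhibition above the screen-wide mean plus 3 SD, computed separately per campaign, cut at about 16% in these data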;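 note: 0% = DMSO wells and 100% = 60 µM geldanamycin wells; inhibitors lower the luminescence because luciferase stays unfolded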
Platelet DG rel: platelet dense granule release activity; inhibition, %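 (compounds screened at 7.5 µM in platelet-rich plasma)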; human platelet-rich plasma, SFLLRN dense granule ATP release, luminescence; 300,000 tested, 0.22% active;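 active = mean replicate score, as percent of positive control, at or above 50; inconclusive = mean below 50 but at least one replicate at or above 50; inactive = mean and every replicate below 50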
HIF act: HIF pathway transcriptional activation | activation, % at 7.5 µM (by protocol) | AID 1910 | 300,000 tested, 0.32% active | U2OS HRE-luciferase reporter, luminescence; normalized: DMSO 0%, desferrioxamine 100%;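 active = mean activation of at least 10% of the iron chelator positive control signal, with at least half of replicates also reaching 10%; inconclusive = mean and replicate majority disagree about reaching 10%; inactive = mean and most replicates under 10%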
Starred values were filed as active, the others as inactive; u = inconclusive; x = no result given.

SMILES	IEC-6 tox	HSF1 inhib	KLF5 inh	AI-2 QS mod	aSyn UTR inh	HDAC3 inh	HSF1 activator	HSP90 inh	Platelet DG rel	HIF act
Cc1cc(Cl)c2oc(C(=O)NC(C)c3ccncn3)c(C)c2c1 (stereo not drawn)	-3	2	0	-12	1	-1	2	-2	-4	-0.1
CCOc1ccc(NC(=S)Nc2ccccc2C2(C)CC2)cc1	4	-12	-27	13	-36	-6	-20	4	1	-0.1
CCOC(=O)COc1ccc(Br)cc1/C=C1\SC(N)=NC1=O	-4	4	-18	33	2	0	18	3	-1	-2.4
Cc1nn(-c2ncc(C(F)(F)F)cc2Cl)c(=O)n1-c1cccc(F)c1	-3	-5	-7	8	-11	-2	-12	0	3	0.1
Cc1cc(C(=O)N2CCN(c3ccc(C(F)(F)F)cn3)CC2)c(C)o1	1	-7	-20	2	7	x	5	-1	-5	0.2
Cc1cc(N2C(=O)C(O)=C(C(=O)c3ccc(C)o3)C2c2cccs2)no1 (stereo not drawn)	-4	2	18	16	14	-1	8	-3	5	0.4
O=C(CSc1ncccn1)NN=C1CCCCCCC1	-3	-5	-30	40	-16	5	-4	1	-4	-0.2
COc1cc(NC(=O)c2cc(Cl)ccc2Cl)ccc1-c1cc2ccccc2oc1=O	-1	-4	-9	13	3	-16	-6	0	7	0.0
Cc1ccc(C(=O)N/N=C\C=C\c2ccccc2[N+](=O)[O-])cn1	3	-5	7	5	-17	6	1	1	-2	0.3
CCOC(=O)Cn1c(=NC(=O)CSC(C)=O)sc2ccccc21	-2	-3	-13	24	-5	4	3	-3	87*	-0.3
CC1=NN(C(=O)c2ccc(Cn3ccc([N+](=O)[O-])n3)cc2)C(O)(C(F)(F)F)C1 (stereo not drawn)	3	-23	-27	20	20	4	-31	2	22	0.5
CC(C)n1nc(C(=O)OCC(=O)N(C)C2CCS(=O)(=O)C2)c2ccccc2c1=O (stereo not drawn)	-6	-5	-17	31	-4	-2	6	1	2	0.1
Cc1nnc(SCCOc2ccccc2)s1	-4	-27	-28	-13	1	-1	-43	4	-4	0.7
COc1ccc(-n2c(C)cc(C(=O)CN3CCC(C)CC3)c2C)cc1	0	-7	-19	15	-49	1	15	6	-1	0.8
Cc1ccc2nc(-c3ccc4c(c3)OCCO4)cn2c1	75*	-6	103*	6	110*	-47	-2	93*	3	-5.9
COc1ccc(N2CCN(S(=O)(=O)c3c(C(=O)N4CCOCC4)c(C)n(C)c3C)CC2)cc1	-5	0	-2	1	-5	-1	4	3	6	x
Cn1c(CCNC(=O)c2ccccc2)nc2cc(NC(=O)c3ccco3)ccc21	-1	13	-53	11	-81	-4	22	0	-3	1.1
NS(=O)(=O)c1cccc(NC(=O)COC(=O)C2CCCCC2)c1	-3	-1	12	-29	-12	4	5	-2	-4	0.0
O=C(COC(=O)Cc1ccccc1F)Nc1ccc2[nH]c(=O)[nH]c2c1	x	0	x	11	3	1	-5	x	1	0.6
CCN(C(=O)CSc1ncnc2sc(C)c(C)c12)C1CCS(=O)(=O)C1 (stereo not drawn)	3	14	-5	12	-24	4	8	1	0	-1.4

Full records from above:
Cc1cc(Cl)c2oc(C(=O)NC(C)c3ccncn3)c(C)c2c1 (stereo not drawn) as listed: IEC-6 tox = -3; HSF1 inhib = 2; KLF5 inh = 0; AI-2 QS mod = -12; aSyn UTR inh = 1; HDAC3 inh = -1; HSF1 activator = 2; HSP90 inh = -2; Platelet DG rel = -4; HIF act = -0.1
Cc1nn(-c2ncc(C(F)(F)F)cc2Cl)c(=O)n1-c1cccc(F)c1 as listed: IEC-6 tox = -3; HSF1 inhib = -5; KLF5 inh = -7; AI-2 QS mod = 8; aSyn UTR inh = -11; HDAC3 inh = -2; HSF1 activator = -12; HSP90 inh = 0; Platelet DG rel = 3; HIF act = 0.1

Continuation.
SMILES	IEC-6 tox	HSF1 inhib	KLF5 inh	AI-2 QS mod	aSyn UTR inh	HDAC3 inh	HSF1 activator	HSP90 inh	Platelet DG rel	HIF act
CC(Oc1ccccc1)C(=O)Nc1cccc(F)c1 (stereo not drawn)	-2	-4	-30	19	4	7	7	6	-2	-1.2
CCc1cc[n+](-c2nc3ccccc3nc2C(=C=[N-])C#N)cc1	-2	-3	-4	19	-40	6	7	2	16	0.4
Cc1cc(C(F)(F)F)nn1CC(=O)NNC(=S)Nc1cccc(Cl)c1	0	-6	0	-4	-3	6	-4	0	-4	0.2
Cc1cc(O)ccc1N1C(=O)c2cccc3cc([N+](=O)[O-])cc(c23)C1=O	2	-3	-20	12	-4	7	-20	1	-10	-0.4
C/C(Cc1ccccc1)=N\NC(=O)c1cc(C(C)(C)C)[nH]n1	-5	-4	-3	10	-7	4	-4	2	5	0.9
O=C(Nc1ccccc1)Nc1nncs1	-7	-6	-17	27	10	5	11	-2	1	0.0
C/C(CC(=O)NCCc1ccccc1)=N\NC(=O)COc1ccc(Br)cc1	1	7	-5	17	4	3	7	-3	-4	0.3
CC(=O)c1ccc(NC(=O)CCCN2C(=O)COc3ccc(C)cc32)cc1	3	-4	-7	8	-14	-1	-10	-2	5	-0.3
Cc1ccc(-c2nc(=S)c3c(n2CCN2CCOCC2)CC(C)(C)OC3)cc1	-7	-6	-36	6	17	2	-2	-1	0	0.0
C[C@H](NC(=O)C1CCN(S(=O)(=O)c2ccccc2)CC1)C(=O)NCc1ccc(Cl)c(Cl)c1	7	3	-10	-4	19	-1	-7	2	6	0.0
COc1cccc(C(=O)NNS(=O)(=O)c2ccc(F)cc2)c1	0	3	-30	9	-3	-4	-2	1	-1	0.3
CN(C(=O)c1ccncc1)c1nnc(-c2cccnc2)s1	6	1	5	14	-13	1	4	3	5	0.3
CCOc1ccc(C(=O)NC2CCN(C(=S)Nc3ccccc3C)CC2)cc1	2	-2	3	20	20	0	3	-3	0	-0.1
Cc1ccc(-c2ccc(SCC(=O)NC3CCCC3)nn2)cc1	1	13	-21	19	-21	-1	34	0	-2	1.3
CC(C)CC1NC(=O)N(CCCCN2C(=O)c3ccccc3C2=O)C1=O (stereo not drawn)	-8	6	-9	5	-10	0	13	-2	1	-0.3
CC(C)OC(=O)C1C(=O)CC(C)(O)C(C(=O)OC(C)C)C1c1cccc(O)c1 (stereo not drawn)	-2	-4	-22	9	-1	7	-8	-1	10	-0.1
Cc1nc(-c2ccccc2)nc2[nH]ccc(=O)c12	3	2	-102	30	-101	u	15	1	2	4.5
COc1ccccc1N(C)S(=O)(=O)c1ccc(Cl)c(C(=O)NCc2cccnc2)c1	x	1	x	10	1	-2	1	x	2	0.1
O=C(CSc1n[nH]c(-c2ccccc2)n1)c1ccc(O)c(O)c1	0	1	7	41	-49	3	2	-1	-1	-0.1
Fc1ccc(Br)cc1/C=N/n1cnnc1	-10	-2	-20	-2	-4	4	-11	-2	5	-0.3

Part of the list above in order of count of non-hydrogen atoms, lowest first:
SMILES	IEC-6 tox	HSF1 inhib	KLF5 inh	AI-2 QS mod	aSyn UTR inh	HDAC3 inh	HSF1 activator	HSP90 inh	Platelet DG rel	HIF act
Cc1nc(-c2ccccc2)nc2[nH]ccc(=O)c12	3	2	-102	30	-101	u	15	1	2	4.5
O=C(CSc1ncccn1)NN=C1CCCCCCC1	-3	-5	-30	40	-16	5	-4	1	-4	-0.2
Cc1nn(-c2ncc(C(F)(F)F)cc2Cl)c(=O)n1-c1cccc(F)c1	-3	-5	-7	8	-11	-2	-12	0	3	0.1
CC(C)CC1NC(=O)N(CCCCN2C(=O)c3ccccc3C2=O)C1=O (stereo not drawn)	-8	6	-9	5	-10	0	13	-2	1	-0.3
C/C(CC(=O)NCCc1ccccc1)=N\NC(=O)COc1ccc(Br)cc1	1	7	-5	17	4	3	7	-3	-4	0.3
CC(C)OC(=O)C1C(=O)CC(C)(O)C(C(=O)OC(C)C)C1c1cccc(O)c1 (stereo not drawn)	-2	-4	-22	9	-1	7	-8	-1	10	-0.1
Cn1c(CCNC(=O)c2ccccc2)nc2cc(NC(=O)c3ccco3)ccc21	-1	13	-53	11	-81	-4	22	0	-3	1.1

Carrying on.
SMILES	IEC-6 tox	HSF1 inhib	KLF5 inh	AI-2 QS mod	aSyn UTR inh	HDAC3 inh	HSF1 activator	HSP90 inh	Platelet DG rel	HIF act
S=C1CCSc2ccc(Cl)cc2N1	6	-29	-42	23	-5	x	-41	2	7	0.9
COc1ccc(COC(=O)c2ccc3c(=O)n4c(nc3c2)CCC4)cc1F	3	-1	-18	18	21	-10	-18	1	1	-0.1
CCCN(CCO)Cc1cccc(Oc2ccccc2)c1	0	-9	5	17	-11	-3	-3	-1	-1	-0.1
COc1cccc(CN(C(=O)Cn2nnc(-c3ccccc3F)n2)C(C(=O)NC(C)(C)C)c2ccncc2)c1 (stereo not drawn)	-7	4	-15	20	-24	-4	8	0	-4	-0.3
O=C(Cn1ccc([N+](=O)[O-])n1)Nc1nc2ccccc2s1	9	x	-7	14	-3	-1	x	8	2	x
COc1ccc(/C=C/C(O)=C2/C(=O)N(C)C3(C)CC2c2ccccc2O3)cc1 (stereo not drawn)	6	22	29	11	-60	3	65*	2	0	0.5
NC1=NCc2ccccc21	2	-5	-11	24	12	-3	-7	-3	-1	0.1
Cc1nn(Cc2ccccc2)c2sc(C(=O)NCc3cccnc3)cc12	-6	10	-33	-70	41	-3	6	-1	1	-0.7
N=c1n(CC(=O)c2ccc([N+](=O)[O-])cc2)c2ccccc2n1Cc1ccccc1	2	-2	-11	25	28	8	-2	4	-2	-0.3
CCC(=O)N1CCCN(S(=O)(=O)c2ccc(C)cc2)C1c1ccc(OC)cc1 (stereo not drawn)	2	2	-17	-6	-4	1	7	1	-2	-0.7
C=C1/C(=C\C=C2/CCC[C@]3(C)[C@@H]([C@H](C)/C=C/[C@@H](O)C4CC4)CC[C@@H]23)C[C@@H](O)C[C@@H]1O	x	3	x	22	-19	12	-5	x	2	-0.8
O=C(NCCN1CCOCC1)NC1(C(F)(F)F)Oc2ccc(Cl)cc2O1 (stereo not drawn)	-7	7	-14	20	-61	2	35	-2	2	2.8
Cn1c(-c2ccc(=O)[nH]c2)nc2ccccc21	3	-2	-20	27	8	0	2	0	-6	0.0
NC1=NC(=O)C(CC(=O)c2ccc(Cl)cc2)S1 (stereo not drawn)	1	2	3	3	3	x	-5	0	0	-0.3
COc1ccc(N2CCCn3c2nc2c3c(=O)n(Cc3ccccc3)c(=O)n2C)c(OC)c1	-7	6	-1	14	9	5	-9	-1	10	-0.2
CCOC(=O)c1c(C)nc(C(Cl)(Cl)Cl)nc1N	-5	5	-22	0	-29	-1	19	0	1	1.3
